# Nrf2 activator – activators of Nrf2 (ARE) signaling. AREc32 ARE-luciferase reporter (MCF7-derived line), luminescence, 24 h. Potency, µM (highest dose often 46.1 µM), inactives show at the highest dose activation, actives largely listed as activators. 0.31% of 410,000 active; note: potency is the fitted concentration of half-maximal effect; % of control where 0% means no effect; nearly all actives have a fitted effect of over 65% in size
#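 Reporter line AREc32 (ARE-Fluc), seeded overnight in OPTI-MEM with 5% FBS; compound pin-transferred, 24 hr at 37 deg C, 5% CO2; luminescent read-out.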
# CCT modulator – modulators of cytosolic chaperonin (CCT/TRiC) activity | 0.3% of 360,000 active | activity change, % (test concentration not listed), hits read low | purified chaperonin ATPase assay, HTRF ADP detection, 30 min | AID 651819; in the data active = activity change below about -30%; note: % is set by controls: 0 for no effect and ±100 for the full control effect
#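 TRiC at 40 or 20 nM final (batch-dependent) in 30 mM Tris pH 7.4, 100 mM KCl, 5 mM MgCl2, 1 mM DTT, with compound at single 76 uM and 10 uM ATP, 30 min at 37 deg C. ADP detected by HTRF Transcreener, 665/615 ratio.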
# pAkt inh – inhibitors of Akt phosphorylation; Neuro2A IGF-stimulated pAkt S473 HTRF, 20 min; stronger effect = lower value; activity change, % for hits at 50 µM; 0.32% of 360,000 active; in the data active = activity change below about -80%; inconclusive = mostly about -51% to -80%; note: % is set by controls: 0 for no effect and ±100 for the full control effect
#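 Neuro2A cells (4,500/well, DMEM with 0.5% FBS) were treated with compound at a single 50 µM final concentration, stimulated with 6 nM IGF for 20 min at 37 °C, and lysed. Phospho-Akt Ser473 was read by HTRF as 665/615 ratio ×10^4.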
# Nrf2 block – blocks Nrf2 signaling; 2.1% of 360,000 active; Potency, µM (titrated, usually from 46 µM), for inactives: at the top dose activity change, negative = inhibition, usual class: inhibitors; AID 504444; A549 ARE-Fluc reporter, luciferase luminescence, 18-24 h; note: potency is the fitted concentration of half-maximal effect; % is set by controls: 0 for no effect and ±100 for the full control effect; nearly all actives have a fitted effect of over 60% in size
#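 Quantitative HTS in A549 cells stably bearing an antioxidant response element-firefly luciferase construct. Inhibition of Nrf2-driven transcription was scored by luminescence after 18-24 h of compound exposure at 37 °C.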
# HepG2 viability – kills HepG2 cells in TGF-b inhibitor counter-screen. HepG2 CAGA-GFP viability, ATP luminescence, 18 h. Potency, µM (top dose mostly 46.1 µM), inactives show at the highest dose activity change, negative = cytotoxicity, most hits filed as cytotoxic. 0.76% of 410,000 active; note: potency is the fitted concentration of half-maximal effect; some results filed as inactive show a strong effect at the top dose
#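 HepG2 CAGA-GFP cells (1000/well, DMEM with 1% FBS) received compound, then TGF-beta at 500 pg/mL final, and were incubated 18 hours at 37 degrees C. Viability was read by CellTiter-Glo luminescence. Media-only wells were set as complete cell-killing and DMSO as no toxicity.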
# A549 viability – kills or reduces viability of A549 cells in Nrf2 counter-screen. A549 ARE-Fluc cells, CellTiter-Fluor viability, 18-24 h. Potency, µM (highest dose often 46 µM), for the others: top-dose activity change, negative = cytotoxicity, actives largely listed as inhibitors. 0.16% of 390,000 active; note: potency is the fitted concentration of half-maximal effect; % is set by controls: 0 for no effect and ±100 for the full control effect
#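 A549 ARE-Fluc cells in 5% FBS OPTI-MEM, 5000 cells/well, rested 2 h then exposed to compounds in concentration-response for 18-24 h at 37 °C. Viability by CellTiter-Fluor fluorescence (Ex 405/Em 525) after 30 min; luciferase luminescence (BugLite, 15 min, RT) read afterwards.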
# Abeta rescue – restores growth of yeast expressing A-beta42 peptide. yeast expressing A-beta42, growth rescue, OD600, 48 h; response scale: 0% DMSO, 100% iron-clioquinol control. Potency, µM (series often up to 46.1 µM), without a hit: at the highest dose growth rescue, actives largely listed as activators. 0.063% of 410,000 active. AID 1347071; note: potency is the fitted concentration of half-maximal effect; nearly all actives have a fitted effect of over 55% in size
#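 Yeast A-beta toxicity model in growth medium with pinned compounds, 48 h at 30 C; growth read as absorbance at 600 nm. Normalized to FeCl3/clioquinol equimolar mix (positive) and DMSO (negative).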
# Mm-Cpn inhibitor – blocks the Methanococcus maripaludis chaperonin Mm-Cpn | purified Mm-Cpn ATPase, ADP Transcreener TR-FRET | Potency, µM (series often up to 76.9 µM), without a hit: at the top dose activity, negative = inhibition, hits mostly inhibitors | 0.031% of 330,000 active | AID 504842; note: potency is the fitted concentration of half-maximal effect; % is set by controls: 0 for no effect and ±100 for the full control effect; nearly all actives have a fitted effect of over 80% in size
#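 ATPase turnover read by TR-FRET ADP competition (Eu cryptate antibody/ADP-d2, 665/590 nm): 10uM ATP final, 25nM Mm-CPN final, 30 min 37degC after 10-min compound preincubation, pH 7.4 Tris/KCl/MgCl2/DTT buffer.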
# TGFb SMAD3 inh – blocks TGF-b signaling; HepG2 CAGA-GFP TGF-b/SMAD3 reporter, GFP fluorescence, 18 h; TGF-beta stimulated, 500 pg/mL final; Potency, µM (highest dose often 46.1 µM), for inactives: top-dose activity, negative = inhibition, most hits filed as inhibitors; 1.2% of 410,000 active; note: potency is the fitted concentration of half-maximal effect; % is set by controls: 0 for no effect and ±100 for the full control effect; nearly all actives have a fitted effect of over 65% in size
#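 HEPG2 CAGA-GFP reporter cells (1000/well, DMEM with 1% FBS) received compounds, then recombinant TGF-beta at 500 pg/mL final for 18 hours at 37 degrees C. Per-cell GFP summed per well was normalised to unstimulated and stimulated DMSO controls before curve fitting.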
# The depositor's hits bear a star; i = inactive; ? = inconclusive; · = not tested or not shown; & = joins results of further samples. Unless noted, calls come from the whole dose curve; as a rule, active = well fitted curve in the direction sought with a large enough effect; inconclusive = small, poorly fitted or top-dose-only effect, or another doubt; inactive = no such curve, though single readings can be large; an effect the other way counts as inactive or inconclusive.
# Every second line gives: Nrf2 activator	CCT modulator	pAkt inh	Nrf2 block	HepG2 viability	A549 viability	Abeta rescue	Mm-Cpn inhibitor	TGFb SMAD3 inh
> CC(C)(C)C(=O)CSc1nc2ncc(Br)cc2[nH]1
    4.5%	1.2	i	·	-9%	-2%	-5%	-15%	0%
> CCOc1cccc(C2c3c(-c4cc(C)ccc4O)n[nH]c3C(=O)N2Cc2ccco2)c1 (stereo not drawn)
    -1.5%	·	·	-9%	-105%	-17%	?	·	?
> Cc1nc(Cc2nnc(SCC(=O)N3CCN(c4ccccc4)CC3)o2)cs1
    -0.6%	-3.2	i	-3%	-1%	0%	1%	0%	0%
> Cc1cc(C)c2c(=O)cc(C(=O)Nc3ccc(S(=O)(=O)Nc4nc(C)cc(C)n4)cc3)oc2c1
    5.4%	·	·	-8%	0%	1%	-9%	·	23%
> Cc1nnc(SCC(=O)N2CCc3ccccc32)s1
    2.5%	-2.2	i	3%	-7%	-5%	24%	-2%	0%
> CCCC(NCC(=O)Nc1cc(S(=O)(=O)N2CCOCC2)ccc1OC)c1ccccc1 (stereo not drawn)
    -0.5%	-3.0	i	6%	-29%	-5%	5%	0%	5%
> Cc1ccc(-c2ccc(CCC(=O)O)n2-c2ccc(C(N)=O)cc2)cc1
    7.1%	·	·	4%	-2%	0%	-5%	·	0%
> COc1ccc2cc(C(c3nnnn3C3CCCC3)N3CCCCCC3)c3nnnn3c2c1 (stereo not drawn)
    0.3%	-0.2	i	5%	0%	3%	9%	-1%	15%
> Cc1ccc(NP(=O)(Nc2ccc(C)cc2)Nc2ccc(C)cc2)cc1
    1.8%	-0.6	i	?	-12%	1%	17%	1%	?
> CCCCCNc1nc(-c2ccccc2)nc(-n2ccnc2)n1
    -0.3%	-1.5	i	-6%	23%	0%	5%	0%	13%
> Cc1ccc(CN2CC(C(=O)N3CC(C)CC(C)C3)CC2=O)cc1 (stereo not drawn)
    -0.6%	1.0	i	-3%	1%	-2%	-2%	-2%	-2%
> O=C(CSc1nnc(C2CC2)n1CC1CCCO1)Nc1ccccc1Cl (stereo not drawn)
    0.5%	0.8	i	1%	0%	-1%	-3%	3%	-9%
> Cc1n[nH]c(C)c1Cc1ccc(C(=O)O)cc1
    -0.6%	1.1	i	-19%	-2%	2%	-7%	3%	11%
> Cc1nn(-c2ccc(C(=O)OC(C)C)cc2)c(C)c1[N+](=O)[O-]
    0.0%	-1.9	i	-8%	-18%	1%	-3%	?	-4%
> Cc1ccc(-n2c(C)cc(C(=O)CN3CCOCC3)c2C)cc1
    2.1%	-2.7	i	?	-6%	3%	-3%	-2%	2%
> CCOC(=O)C1CCN(C(=O)c2ccccc2CCc2ccccc2)CC1
    -0.4%	-2.9	i	-6%	7%	-8%	-4%	1%	12%
> O=C(CCC(=O)Nc1ccccc1)NNS(=O)(=O)c1ccccc1[N+](=O)[O-]
    2.2%	-2.1	i	-15%	-2%	-2%	-2%	-2%	-1%
> Cc1ccc(NC(=O)CSc2nc(O)cc(=O)n2C)cc1
    -0.3%	-2.6	i	?	-15%	-6%	-4%	0%	-8%
> CCOc1ccc(OCc2ccc(C(=O)N3CCCC(C)C3)cc2)cc1 (stereo not drawn)
    -0.3%	0.5	i	?	-11%	5%	-5%	2%	-9%
> Cc1cc(/C=C2/NC(=O)NC2=O)c(C)n1-c1ccc(N2CCOCC2)cc1
    -0.5%	0.3	i	-17%	24%	-11%	-10%	-6%	-24%
> Cn1cnnc1SCC(=O)OCN1C(=O)c2ccccc2C1=O
    -0.1%	-1.2	i	·	1%	0%	1%	0%	19%
> COc1ccccc1NC(=O)COC(=O)c1ccc2c(c1)OCCO2
    -0.1%	0.0	i	-25%	-16%	5%	-7%	-4%	4%
> CCc1ccc(Cn2ncc3c(C(=O)O)cc(C)nc32)cc1
    -0.6%	-0.3	i	-21%	9%	-10%	17%	·	-1%
> COc1ccccc1CCNC(=O)CCc1c(C)c2cc3c(C)coc3cc2oc1=O
    4.9%	·	·	-8%	-27%	-2%	-30%	·	-27%
> COc1ccc(S(=O)(=O)n2c(N)nc3ccccc32)cc1
    4.5%	-5.7	i	·	-13%	·	-6%	·	-16%
> Cc1ccc(Cl)cc1NC(=O)CN1C(=O)CSc2ccc(S(=O)(=O)N3CCCC3)cc21
    1.2%	·	·	-29%	-20%	-17%	1%	·	0%
> Cn1cccc1C(=O)OCC(=O)c1ccc(Br)s1
    ?	-3.5	i	?	13%	1%	5%	-16%	-1%
> CCC(CC)NC(=O)CO/N=C/c1ccc(Cl)cc1Cl
    0.8%	-1.2	i	1%	-13%	0%	19%	-1%	-18%
> Cc1nc2ccc(NC(=O)c3ccccc3)cc2s1
    0.3%	2.0	i	?	-6%	9%	-1%	-1%	-4%
> COc1ccccc1N1CCN(S(=O)(=O)CC23CCC(CC2=O)C3(C)C)CC1 (stereo not drawn)
    0.1%	0.0	·	-3%	8%	3%	10%	0%	-10%
> CCOC(=O)C1=C(c2ccccc2)N2CCS(=O)(=O)N=C2S1
    0.9%	1.0	i	7%	-4%	-2%	-1%	-1%	-9%
> C=CCNc1nc(NCc2ccc(NC(C)=O)cc2)c2sc(-c3ccccc3)cc2n1
    -2.5%	-1.0	i	·	11µM*	·	12%	·	?
> Cc1ccc(NC(=O)CSc2ccccn2)cc1S(=O)(=O)N1CCOCC1
    -0.3%	1.1	i	4%	-10%	4%	-4%	0%	-20%
> O=C(c1ccc2nccnc2c1)N1CCCC(Nc2ccc(F)c(F)c2)C1 (stereo not drawn)
    -0.6%	-2.8	i	-3%	4%	1%	-7%	-5%	-11%
> CCC1CCc2sc(C(=O)N(C)CC(=O)Nc3ccc(N4CCOCC4)cc3)cc2C1 (stereo not drawn)
    0.3%	-0.8	i	?	0%	-9%	23%	0%	-19%
> COc1ccc(C)cc1Cn1nnc2ccccc21
    0.8%	-0.1	i	-12%	-15%	7%	8%	4%	3%
> Cc1nc2ccccn2c1C(=O)NC1CCCC1
    0.1%	-0.1	i	8%	11%	3%	17%	4%	-16%
> O=C(Cc1ccccc1)NN1C(=O)c2ccccc2C1=O
    -0.1%	0.8	i	3%	1%	4%	3%	1%	8%
> COc1ccc(C)cc1-n1nnnc1SCc1cn2ccsc2n1
    2.1%	-1.0	i	-1%	1%	-2%	7%	0%	?
> COc1ccc(Nc2nc(N)c3ccccc3n2)c(OC)c1
    1.9%	-1.1	i	?	-14%	-2%	-22%	-4%	-2%
> COc1ccc(/C=C2\SC(=S)N(CCC(=O)Nc3ccc(O)cc3)C2=O)cc1
    -0.7%	0.6	i	-15%	3%	-3%	5%	-1%	0%
> COc1cc(-c2cc(OC)c(O)c(OC)c2)cc(OC)c1O
    22%	-0.1	i	-1%	1%	4%	4%	·	-6%
> COc1cc(Br)c(CNc2cc(C)ccc2C)cc1OC
    -0.3%	1.6	i	-29%	-27%	-6%	8%	-4%	?
> Cc1ccc(NC(=O)Cn2c(=O)n(CC(=O)NCCc3ccccc3)c(=O)c3ccccc32)cc1C
    -0.5%	·	·	-5%	2%	-3%	-18%	·	11%
> Cc1ccc(CNC(=O)c2cccc3c2C(=O)c2ccc(N4CCCCC4)cc2S3(=O)=O)cc1
    1.9%	-1.5	i	6%	-35%	-1%	-8%	-15%	2%
> CC(C)CC(c1nnnn1Cc1ccccc1)N1CCC(C(N)=O)CC1 (stereo not drawn)
    -0.3%	-1.2	i	-8%	-3%	-2%	19%	-2%	-1%
> O=C(Nc1ccc(F)cc1)c1c(Cl)nc2ccccn12
    11%	-1.6	i	?	-13%	0%	0%	1%	-6%
> N#CCCN1CCN(Cc2ccccc2)CCC1=O
    -1.1%	-1.6	i	5%	3%&-3%	2%	-19%	-1%	5%&16%
> COCCNC(=O)COc1ccccc1Cl
    2.2%	0.8	i	4%	3%	-1%	-3%	-1%	19%
> COc1cccc(N2CCN(c3ccc4nnc(CCC(=O)N5CCN(C)CC5)n4n3)CC2)c1
    -0.6%	0.2	i	3%	-6%	-1%	·	0%	4%
> O=C(Nc1ccccc1)N1CCCN(c2nccc(C(F)(F)F)n2)CC1
    -1.0%	-0.4	i	-8%	-31%	-5%	15%	-1%	3%
> CN(CC(=O)Nc1ccc(F)c(F)c1F)C(=O)CC1CCCCC1
    -0.7%	-3.9	i	-25%	-11%	-3%	13%	-12%	?
> CCOc1ccc(C(=O)Nc2ccc(-c3nc4cc(CC)ccc4o3)cc2)cc1
    0.7%	·	·	?	-21%	0%	4%	·	-2%
> CCc1ccccc1NC(=O)COC(=O)C1CC(=O)N(c2ccc(F)cc2)C1 (stereo not drawn)
    -1.0%	-3.2	i	9%	-48%	-4%	-10%	1%	9%
> O=C(NCc1ccco1)c1cc(C(=O)C2CCCCC2)c[nH]1
    3.2%	-1.4	i	-9%	-1%	-13%	1%	1%	12%
> CNc1nc(Oc2ccc(=O)n(C)n2)nc(N2CCOCC2)n1
    -1.3%&-0.4%	5.8	i	4%&-2%	-48%&6%	-7%&-2%	9%&4%	2%	?
> Cc1cc(=O)n2c3ccccc3n(CC(O)CN3CCCC3)c2c1C#N (stereo not drawn)
    -0.1%	0.2	i	-9%	-1%	-20%	12%	0%	-10%
